Diaphorase act – counter-screen for diaphorase-based assays: diaphorase activators and chemical reducers | Diaphorase/resazurin coupled assay, resorufin fluorescence, 16 min; hits give high values; 1 = vehicle wells, 0 = NADH-free wells | activation factor at 20 µM | 190,000 tested, 0.005% active;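 active means diaphorase activity raised at least twofold by the compound at 20 µM; inactive means activation factor below 2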
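test system = bacterial diaphorase enzyme (C. kluyveri) | quantity = enzyme 0.07 U/mL final | reagent = NADH substrate 0.114 mM plus resazurin dye 0.1 mM, final | incubation = 16 min enzyme reaction, ambient temperature | buffer or medium = HEPES pH 7.4 buffer with MgCl2 and Tween 20 | signal = fluorescence of resorufin, 544 nm excitation, 590 nm emission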
PMI act hi M6P – activators of human phosphomannose isomerase at near-saturating mannose 6-phosphate; AID 1216; 190,000 tested, 0.34% active; P34949; activation factor at 20 µM; coupled PMI enzyme assay, resazurin fluorescence, 20 min; hits give high values; 1 = untreated enzyme, 0 = substrate-free blank;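 active means activation factor of 2 or more at 20 µM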
Target sequence (P34949 whole entry, looked up): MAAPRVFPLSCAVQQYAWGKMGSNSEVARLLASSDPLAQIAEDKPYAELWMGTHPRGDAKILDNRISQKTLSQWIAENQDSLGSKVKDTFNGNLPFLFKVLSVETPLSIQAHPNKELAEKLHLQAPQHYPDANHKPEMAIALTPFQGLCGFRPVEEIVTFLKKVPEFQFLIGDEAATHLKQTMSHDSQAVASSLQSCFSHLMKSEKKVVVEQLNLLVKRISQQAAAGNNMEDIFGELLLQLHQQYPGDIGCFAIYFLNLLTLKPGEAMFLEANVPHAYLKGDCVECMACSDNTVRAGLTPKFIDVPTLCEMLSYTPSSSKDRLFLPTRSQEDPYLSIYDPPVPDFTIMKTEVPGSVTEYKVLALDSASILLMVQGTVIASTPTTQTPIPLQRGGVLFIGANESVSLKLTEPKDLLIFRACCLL
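Test system: human phosphomannose isomerase with PGI, G6PDH, diaphorase coupling enzymes / Doses: 20 µM compound, 1% DMSO / Times: enzyme reaction with compound 20 min at room temperature / Measured by: Diaphorase-driven resazurin-to-resorufin fluorescence, excitation 544, emission 590 nm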
S1P3 antag – antagonists of human S1P3 receptor; inhibition, % at 4.98 µM; CHO S1P3 NFAT-BLA reporter, FRET fluorescence, antagonist mode; AID 485; 170,000 tested, 0.27% active;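 active means inhibition above the plate cutoff, the mean inhibition of test wells on that plate plus 3 SD, cut at about 28% in these data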;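 further: cells challenged with S1P at its EC80 of 0.8 µM; blue over green emission ratio from cleaved BLA substrate after 4 h stimulation; 0% = S1P-stimulated wells and 100% = unstimulated DMSO-only wells; some compounds past the cut are filed as inactive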
Target sequence (Q99500 whole entry, looked up): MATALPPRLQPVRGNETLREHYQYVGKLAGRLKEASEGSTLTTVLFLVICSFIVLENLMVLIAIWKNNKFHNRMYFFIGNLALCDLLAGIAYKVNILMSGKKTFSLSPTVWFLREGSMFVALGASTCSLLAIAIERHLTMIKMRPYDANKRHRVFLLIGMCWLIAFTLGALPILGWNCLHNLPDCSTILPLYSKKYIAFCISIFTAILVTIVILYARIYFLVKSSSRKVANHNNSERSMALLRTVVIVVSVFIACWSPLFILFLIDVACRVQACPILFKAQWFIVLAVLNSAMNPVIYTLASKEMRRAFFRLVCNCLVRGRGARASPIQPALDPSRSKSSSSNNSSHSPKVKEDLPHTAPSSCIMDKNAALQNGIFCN
PMI activator – activators of human phosphomannose isomerase; purified human PMI, coupled resazurin fluorescence, 20 min; hits give high values; 1 = vehicle control, 0 substrate-free wells; activation factor at 20 µM; 190,000 tested, 0.005% active; AID 1214;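 active means activation factor of 2 or more at 20 µM, relative to plate controls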
Diaph inh CS – inhibits diaphorase or chemically oxidizes, flagging diaphorase assay artifacts. diaphorase resazurin-to-resorufin fluorescence, NADH, 16 min; bacterial (C. kluyveri) enzyme, not human. inhibition, % at 20 µM. 190,000 tested, 0.69% active;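 active means primary screen inhibition at 20 µM above a set limit, cut at about 50% in these data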;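 further: plate controls were DMSO with full reaction for no effect and wells lacking NADH for full effect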
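material = Clostridium kluyveri diaphorase enzyme | amount = 0.14 U/mL diaphorase, enzyme working solution | schedule = incubation 16 min, room temperature | detection = fluorescence of resorufin formed from resazurin, Ex 544/Em 590 nm | benchmarks = positive control minus NADH, DMSO neutral control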
DTT redox prof – compounds producing H2O2 with reducing agent – biochemical, NIH compound library profiling, artefact control for MLSCN library redox annotation, primary screen | DTT-dependent redox cycling H2O2, phenol red/HRP absorbance; 100% = 100 µM peroxide control, 0% = buffer | activation, % at 10 µM | 200,000 tested, 0.03% active | AID 878;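 active means activation of at least 50% relative to the plate's high and low controls in the primary single-dose screen; inactive means activation below 50%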;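 further: compound incubated with DTT at 0.8 mM final as the reducing agent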
RAM network inh – yeast RAM network inhibition. S. cerevisiae dse1pr::URA3 reporter, 5-FOA growth OD615, 2 d; analog-sensitive cbk1-as2 kinase mutant strain. AID 868. 190,000 tested, 1.8% active. inhibition, % at 50 µM;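 active means inhibition above a set limit, 3 SD over mean compound inhibition, cut at about 8.4% in these data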;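 further: 0% = DMSO-only wells with no growth and 100% = 10 µM 1-NA-PP1 full growth; inhibition rescues growth on 5-FOA so higher OD means more RAM inhibition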
Hsp70 act – switches on Hsp70 transcription; HeLa Hsp70 promoter luciferase reporter, luminescence; scaled: vehicle 0, proteasome-inhibitor control 100%; activation, % at 10 µM; 200,000 tested, 0.04% active; AID 1203;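 active means activation above the mean across all tested compounds plus 3 SD, cutoff set per campaign, cut at about 5.5% in these data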;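 further: 100% = MG132 at 30 µM as the positive control and 0% = DMSO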
TLR4-MyD88 BLA – inhibitors of human TLR4-MyD88 binding. O00206+Q99836. HeLa CL3-4 TLR4/MyD88 BLA complementation, FRET ratio. inhibition, % at 8.4 µM. 200,000 tested, 0.18% active. AID 861; in the data active means inhibition above about 25%;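 further: 0% = vehicle and 100% = reference inhibitor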
Lmaj promast – Leishmania major promastigote growth inhibition. Leishmania major promastigotes, resazurin fluorescence viability. inhibition, % at 10 µM. 200,000 tested, 9% active. AID 1063;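 further: promastigotes grown with compound for 44 hours at 28 °C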
G6PDH counter – counter-screen for G6PDH assay hits: L. mesenteroides G6PDH inhibition; Purified L. mesenteroides G6PDH, diaphorase/resazurin coupled fluorescence, 45 min; inhibition, % at 5 µM; 200,000 tested, 0.12% active
The depositor's hits bear a star; x = no result given. Unless noted, no stated cut-off is given here; in the data, active means inhibition above about 50%; inactive means the rest.

SMILES | Diaphorase act | PMI act hi M6P | S1P3 antag | PMI activator | Diaph inh CS | DTT redox prof | RAM network inh | Hsp70 act | TLR4-MyD88 BLA | Lmaj promast | G6PDH counter
Clc1ccc2c(c1)C(N1CCNCC1)=Nc1ccccc1O2 | 0.8 | 1 | 5 | 0.9 | 16 | 0.3 | 0.1 | -0.2 | -2 | 23 | 11
O=C(COC(=O)c1ccc(S(=O)(=O)N2CCCC2)cc1)NCc1ccc(Cl)cc1 | 0.9 | 0.9 | x | 0.9 | 10 | -0.1 | 3.0 | -0.2 | 3 | -5 | -1
COc1cc2cc(CN(Cc3nnnn3Cc3ccco3)C3CCCCC3)c(=O)[nH]c2cc1OC | 0.9 | 1 | 3 | 1.2 | 11 | 0.1 | 0.9 | 0.5 | -6 | 3 | 6
CCOC(=O)NC(=O)/C(C#N)=N/Nc1ccc(F)cc1 | 1.1 | 1.5 | x | 1.3 | -6 | 0.7 | 1.3 | -0.3 | 2 | -1 | 4
Cc1nn(CC(=O)NCc2ccccc2F)c(C)c1[N+](=O)[O-] | 0.9 | 1 | 0 | 0.9 | 13 | 0.0 | 0.6 | -0.4 | -9 | -3 | 6
Cc1cc(C(=O)CSc2nnc3ccccn23)c(C)n1-c1ccccc1 | 0.9 | 1 | -11 | 1.1 | 14 | -0.4 | 0.4 | -0.6 | 3 | 14 | 14
Cc1c(NC(=O)c2ccc(Br)o2)cccc1C(=O)O | 0.9 | 1 | x | 1 | 10 | 0.1 | 0.1 | -0.2 | 5 | -4 | 3
Cc1occc1C(=O)NC(C)c1ccc2c(c1)OCO2 (stereo not drawn) | 0.9 | 1 | 28 | 1 | 6 | 0.8 | -1.0 | -0.2 | -4 | -1 | -7
COc1cc(NC(=O)CSc2nc3ccccc3c(=O)n2C)ccc1NC(=O)c1ccco1 | 0.8 | 0.8 | -1 | 1.1 | 21 | 0.3 | 3.4 | 0.0 | 10 | 21 | 13
COc1ccccc1NS(=O)(=O)c1cccc(C(=O)NN)c1 | 1 | 1.1 | x | 1.1 | 0 | 2.6 | -0.7 | -0.3 | 0 | -6 | 9
CCC(C)NC(=O)c1cc(-c2ccc(OC)cc2)on1 (stereo not drawn) | 0.9 | 1 | x | 1 | 8 | 0.2 | 0.0 | 0.0 | -7 | -3 | -2
CCOC(=O)c1sc(NC(=O)/C=C/c2c(F)cccc2Cl)nc1C | 0.9 | 0.9 | 27 | 0.9 | 10 | 1.2 | 1.5 | -0.1 | -16 | -6 | 8
COc1ccc(-c2cc(C(=O)Nc3sc4c(c3C#N)CCCC4)c3ccccc3n2)cc1OC | 1.1 | 1.1 | x | 1 | -7 | 2.3 | 5.5 | -0.4 | 3 | 20 | 5
CCOC(=O)C1=C(NC(=S)NC(=O)c2ccccc2)c2ccccc2CC1C(C)C (stereo not drawn) | 0.8 | 0.9 | x | 0.8 | 18 | 2.3 | 12* | -0.1 | 3 | 20 | -5
Cc1ccc(CNC(=O)Cn2cccc2C(=O)c2ccccc2)cc1 | 0.9 | 0.9 | x | 0.9 | 6 | -0.3 | -0.5 | 0.8 | -8 | 42 | -9
Cn1cc(-c2nnc(-c3ccccc3)o2)c2ccccc21 | 1.1 | 1.1 | x | 1.1 | -10 | 3.0 | 7.1 | 0.0 | 9 | -2 | 8
COc1ccccc1N1CCN(CCOc2c(OC)cccc2OC)CC1 | 0.9 | 1.1 | x | 1 | 6 | 1.1 | 0.5 | -0.1 | -1 | 4 | 1
O=C1CCC(=O)N1OCCCCOc1ccccc1 | 1 | 1.1 | 0 | 1.1 | -2 | -2.5 | 0.7 | 0.7 | -14 | -7 | 8
Cc1ccc(C(=O)N/C(=C\c2cccs2)C(=O)NCC2CCCO2)cc1C (stereo not drawn) | 0.9 | 0.9 | -19 | 0.9 | 11 | 0.2 | 0.9 | -0.5 | -10 | 33 | 2
CC(C)Nc1nnc(SCC(=O)/C=C2\N(C)c3ccccc3C2(C)C)s1 | 0.9 | 1 | -3 | 1 | 13 | 0.4 | 11* | -0.4 | -2 | 3 | 7
CCOC(=O)N1CCC(N2C(=O)c3ccccc3C2Nc2cc(Cl)c(OC)cc2OC)CC1 (stereo not drawn) | 0.6 | 0.8 | 6 | 0.7 | 36 | -0.3 | 0.0 | -0.3 | -10 | 97* | -33
CSc1nc2nccc(-c3ccc(Cl)cc3)n2n1 | 0.9 | 1 | x | 0.9 | 13 | 0.1 | 2.4 | -0.3 | 10 | 1 | 10
Cc1cc(=O)[nH]c2c1cnn2Cc1ccccc1 | 0.9 | 0.9 | -13 | 0.9 | 10 | 0.3 | 0.8 | -0.2 | -5 | -4 | -4
O=C(N=Nc1c(O)[nH]c2ccccc12)c1ccco1 | 1 | 1 | -2 | 0.9 | 3 | 3.4 | 0.6 | 0.0 | -7 | 17 | 10
CC(=O)Nc1ccc(NC(=O)COC(=O)c2cnccn2)cc1 | 1 | 1 | -17 | 1.1 | 0 | -1.8 | 1.6 | -0.1 | 15 | -5 | -5
Cc1cccc(C2c3[nH]c4ccccc4c3CCN2Cc2cccn2-c2ncccn2)c1 (stereo not drawn) | 1 | 1 | 13 | 0.9 | 1 | -1.3 | 0.5 | -0.1 | -5 | 59* | 3
Cc1nc(NCc2ccco2)c2oc3ccccc3c2n1 | 0.9 | 1.1 | x | 0.9 | 11 | -0.8 | 0.3 | -0.2 | 10 | 19 | 18
S=c1[nH]nc(-c2ccccn2)n1/N=C/c1ccc(-c2ccccc2Cl)o1 | 0.8 | 1.1 | 11 | 1.1 | 21 | -1.9 | 2.0 | 0.0 | 2 | -5 | 0
CSCc1ccc(C(=O)Nc2ccc(C(N)=O)cc2)cc1 | 0.9 | 1 | -3 | 1 | 9 | -0.5 | 4.4 | 0.2 | 1 | -2 | -8
CCCCn1c2ccccc2c2nnc(SCC(=O)NC3=NN=C(c4ccccc4)CS3)nc21 | 0.8 | 1 | 1 | 0.7 | 20 | 0.6 | 4.6 | -0.4 | -9 | 15 | -33

Three structures out of the list, arranged by formula weight, low to high:
SMILES | Diaphorase act | PMI act hi M6P | S1P3 antag | PMI activator | Diaph inh CS | DTT redox prof | RAM network inh | Hsp70 act | TLR4-MyD88 BLA | Lmaj promast | G6PDH counter
O=C(N=Nc1c(O)[nH]c2ccccc12)c1ccco1 | 1 | 1 | -2 | 0.9 | 3 | 3.4 | 0.6 | 0.0 | -7 | 17 | 10
CC(=O)Nc1ccc(NC(=O)COC(=O)c2cnccn2)cc1 | 1 | 1 | -17 | 1.1 | 0 | -1.8 | 1.6 | -0.1 | 15 | -5 | -5
COc1ccccc1N1CCN(CCOc2c(OC)cccc2OC)CC1 | 0.9 | 1.1 | x | 1 | 6 | 1.1 | 0.5 | -0.1 | -1 | 4 | 1

Next section
SMILES | Diaphorase act | PMI act hi M6P | S1P3 antag | PMI activator | Diaph inh CS | DTT redox prof | RAM network inh | Hsp70 act | TLR4-MyD88 BLA | Lmaj promast | G6PDH counter
COc1ccccc1NS(=O)(=O)c1ccc(NC(C)=O)cc1 | 0.9 | 1 | 13 | 0.9 | 10 | 1.3 | x | 0.0 | -15 | 0 | 14
C=CCn1c(SCC(=O)NCc2ccc3c(c2)OCO3)nnc1C1COc2ccccc2O1 (stereo not drawn) | 0.9 | 1 | 12 | 1 | 6 | 1.6 | 0.1 | 0.0 | -7 | -6 | 3
CCOC(=O)CSc1nnc(N)s1 | 0.8 | 0.9 | -5 | 0.6 | 21 | 2.3 | 1.7 | -0.4 | 0 | -3 | 12
Cc1nnc(SCC(=O)Nc2ccc3c(c2)OCO3)o1 | 0.9 | 0.9 | x | 0.9 | 14 | -0.1 | -0.6 | -0.5 | -16 | 8 | 6
COc1ccc(N=c2oc3ccc(OC)cc3cc2-c2nc3ccccc3[nH]2)cc1 | 1 | 1.1 | x | 1 | 4 | 0.1 | 1.2 | 0.1 | -7 | 22 | -5
Cc1ccc(OCc2nnc(N)s2)cc1 | 1 | 1.1 | -3 | 1 | 1 | 6.8 | 3.2 | 0.0 | 5 | -5 | 0
Cc1cc(C)nc(NC(=O)c2c(-c3c(Cl)cccc3Cl)noc2C)n1 | 0.8 | 0.8 | -44 | 0.9 | 19 | 3.6 | 2.3 | -0.1 | 13 | 8 | -17
N#CNC(=Nc1ccccc1F)SCc1ccc(C(=O)O)cc1 | 0.8 | 0.9 | -5 | 0.9 | 20 | 0.5 | 3.4 | 0.0 | 10 | -6 | 13
O=[N+]([O-])c1ccccc1-c1ccc(C(=S)N2CCCC2)o1 | 0.5 | 0.8 | 0 | 1 | 53* | -2.3 | 2.1 | 0.3 | -4 | 10 | 27
CSc1nc(Cl)cc(Nc2ccccc2N)n1 | 1.1 | 1 | -4 | 1.1 | -6 | -0.5 | 0.4 | 0.8 | 3 | 10 | 11
O=S(=O)(Cc1ccc(Cl)cc1)N1CCCC1 | 0.9 | 1 | 2 | 1 | 8 | 0.6 | 0.0 | 0.0 | -14 | -3 | 4
COc1cc2cc(C(N)=O)c(N)nc2cc1OC | 1 | 1 | x | 1 | -2 | 0.1 | 1.4 | -0.2 | 9 | 6 | 16
CC(=O)c1cccc(NC(=O)c2cc(C(C)C)on2)c1 | 0.9 | 1 | 0 | 1 | 13 | -0.8 | 0.0 | 0.0 | 1 | -2 | 5
O=C(NC1CC1)c1cccc(Br)c1 | 0.9 | 1 | -2 | 1.1 | 13 | -0.1 | 0.7 | -0.3 | 5 | -5 | 12
CCCCC(=O)NNC(=S)NCc1ccccc1 | 1 | 1.1 | -9 | 1.1 | 1 | -0.1 | 0.7 | -0.3 | -10 | -2 | -5
CCOc1ccccc1Oc1c(C)oc2c(CN3CCN(C)CC3)c(O)ccc2c1=O | 1 | 1 | -8 | 1.1 | 5 | -0.2 | -0.1 | -0.3 | 2 | 75* | 8
COc1ccc(C(=O)Nc2ccccc2C(=O)N(Cc2ccco2)C(C(N)=O)C(C)C)cc1 (stereo not drawn) | 1 | 1 | x | 0.9 | -2 | -3.8 | 1.9 | -0.4 | 0 | 2 | 5
CCCCC(NC(C)=O)c1nc2ccccc2n1CCC (stereo not drawn) | 1 | 1 | x | 1 | 3 | 2.0 | 1.0 | 0.3 | 10 | 7 | -3
O=S(=O)(Nc1ncccn1)c1ccc(NC(=S)NCCc2ccc(Cl)cc2)cc1 | 0.9 | 1 | -10 | 1 | 9 | -1.2 | 7.2 | 0.0 | -6 | -3 | -7
COc1ccc(OC)c(NC(=O)Nc2cccc3ccccc23)c1 | 0.9 | 0.9 | x | 0.9 | 10 | 0.4 | 5.6 | 0.0 | 4 | 4 | 3
